# 14-3-3g Raf = modulators of 14-3-3 gamma protein binding, primary screen, biochemical, fluorescence polarization | 14-3-3 protein gamma (Homo sapiens), P61981 | inhibition, % at 40 µM | FP, 14-3-3gamma / TMR-pS259-Raf peptide binding | actives 0.19% (n = 160,000) | AID 422, 2006; in the data active = inhibition above about 30%;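 note: 0% = protein plus tracer without compound and 100% = blank with tracer alone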
# Target sequence (P61981 whole entry, looked up): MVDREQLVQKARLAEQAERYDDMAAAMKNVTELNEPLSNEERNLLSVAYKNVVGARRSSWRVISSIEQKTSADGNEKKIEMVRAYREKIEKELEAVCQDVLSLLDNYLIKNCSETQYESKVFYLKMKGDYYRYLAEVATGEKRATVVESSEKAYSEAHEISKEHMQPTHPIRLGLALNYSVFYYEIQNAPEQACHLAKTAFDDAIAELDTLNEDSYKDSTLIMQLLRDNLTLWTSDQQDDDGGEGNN
# * marks the source's active call; other numbers are inactive results; & = joins results of further samples. Not all compounds are listed (hit frequency here may not be typical).
SMILES,14-3-3g Raf
COc1ccc(C(=O)Nc2c(N)nc(SCC(=O)N3CCC(C)CC3)[nH]c2=O)cc1OC,-7
CCC(=O)N1CCc2cc(Br)cc(S(=O)(=O)CCC(=O)NC3CCCC3)c21,-4
CCOc1ccc2c(c1)C(=O)C(=O)N2CCN(CC)CC,-4
Cc1cccc(NC(=O)Nc2ccc(C#N)cc2)n1,1
CC(C)C(=O)NC(c1cccc([N+](=O)[O-])c1)c1ccc2cccnc2c1O (stereo unspecified),-13
COc1ccc(-c2coc3cc4oc(=O)cc(-c5ccccc5)c4cc23)cc1F,-9
COc1cccc(C2C(N3C(=O)c4ccccc4C3=O)C(=O)N2c2ccc(C)cc2C)c1 (stereo unspecified),-6
CCOc1ccc(NC(=O)CC2C(=O)Nc3ccccc3N2C(=O)c2ccccc2)cc1 (stereo unspecified),-2
CCC(Sc1ncccc1C(=O)OCCN1CCCC1=O)C(=O)NCc1ccco1 (stereo unspecified),-13
O=C1N(c2ccccc2)C2CS(=O)(=O)CC2N1c1ccc(Cl)c(Cl)c1 (stereo unspecified),-1
CC(C)(C)OC(=O)NCCc1nnc(SCc2ccccc2Cl)o1,-5
O=C(CN1c2cccc3cccc(c23)S1(=O)=O)NCc1ccccc1,-11
O=C(Nc1nc2ccccc2s1)c1ccc(-c2ccccc2)cc1,6
COc1cccc(CNCc2ccc(OC)c3ccccc23)c1OC,-5
CCN(c1cccc(C)c1)S(=O)(=O)c1ccc2c(c1)CCN2C(=O)C1CCC1,14
O=c1c2sccc2nc(SCc2cccc([N+](=O)[O-])c2)n1C1CC1,4
COc1ccc(CCNc2cc(N3CCN(C(=O)c4cccc(F)c4)CC3)ccc2[N+](=O)[O-])cc1OC,4
Cc1cc(C)c2oc(-c3ccc(NC(=O)c4ccc5c(c4)OCCO5)cc3)nc2c1,-18
COc1ccc(C2Nc3ccccc3S(=O)(=O)N2Cc2ccccc2)cc1 (stereo unspecified),-9
CCOC(=O)c1cnc2cc(Cl)c(OC)cc2c1NCC1CCCO1 (stereo unspecified),-9
CCCCn1c(CCNC(=O)CCC)nc2ccccc21,-4&-5
CCOc1ccc(NS(=O)(=O)c2cc(C(=O)O)ccc2F)cc1,-1
Cc1cc(C)c2[nH]c(=O)c(=O)[nH]c2c1,-8
CC(=O)Nc1ccc(S(=O)(=O)N(Cc2ccco2)CC2CCCO2)cc1 (stereo unspecified),-13
CC(=O)Nc1ccc(S(=O)(=O)Nc2nc3c(s2)CCCC3)cc1,-3&-4
SMILES,14-3-3g Raf
Nc1ccc(-c2cnc3ccccc3n2)cc1,-30
CCOC(=O)c1sc(NC(=O)c2cc(=O)c3ccccc3o2)nc1-c1ccccc1,-1
Cn1c(SCC(=O)N2CCCC2)nc2ccccc2c1=O,-3
O=C(c1ccccc1)N1CCN(c2cc(N3CCOCC3)c(F)cc2[N+](=O)[O-])CC1,-3
Cc1ccc(Cn2ccc(NC(=O)c3cc(CC(C)C)on3)n2)cc1,0
O=C(Nc1c2c(nn1-c1ccc(Cl)cc1)CS(=O)(=O)C2)c1cccc(Cl)c1,-14
CCOc1ccc(-c2c(C#N)c(N)nc(SCC(=O)c3ccccc3)c2C#N)cc1,-1
O=C(CS(=O)(=O)Cc1ccccc1)Nc1ccccn1,-2
Cc1ccc(Nc2cc(C(=O)N3CCN(C)CC3)c3ccccc3n2)cc1C,-8
O=C(C1CCCN(S(=O)(=O)c2cccs2)C1)N1CCN(c2ccc(F)cc2)CC1 (stereo unspecified),-10
O=c1c2cc(N3CCOCC3)ccc2nc(SCc2ccc(F)cc2)n1CCc1ccccc1,-3
Cc1ccc(-c2coc3cc4oc(=O)c5ccccc5c4cc23)cc1,-7
O=[N+]([O-])c1ccc(N2CCOCC2)cc1NCCCN1CCOCC1,-9
CCC1CCCCN1C(=O)c1nn2c(c1Br)NC(c1cccs1)CC2C(F)(F)F (stereo unspecified),2
O=C(Nc1ccc(C23CC4CC(CC(C4)C2)C3)cc1)c1ccccc1Cl,-10
O=S(=O)(Nc1cc(C(F)(F)F)cc(C(F)(F)F)c1)c1cccc2cccnc12,-5
COc1cccc(-c2ccc3c(N)c(C(=O)c4ccc(Cl)cc4)sc3n2)c1,-3
CCC(C)NC(=O)c1nn2c(C(F)(F)F)cc(-c3ccc(C)cc3)nc2c1Cl (stereo unspecified),3
COc1cc(Nc2ncnc3c2cnn3-c2ccccc2)cc(OC)c1OC,-5
Nc1c(-c2ccc(Cl)cc2)cnc2c(-c3ccccc3)c(C(F)(F)F)nn12,-3
Cc1ccc(NC(=O)Cn2c(=O)n(CCCC(=O)NCc3ccco3)c(=O)c3ccccc32)cc1,-10
Cc1cc(C)c([N+](=O)[O-])cc1NC(=O)c1cc2c(C)nn(-c3ccccc3)c2s1,8
COc1cccc(C2C(N3C(=O)c4ccccc4C3=O)C(=O)N2c2ccc(Br)cc2)c1 (stereo unspecified),-8
COC(=O)CN1C(=O)C(O)(CC(=O)c2ccc(F)cc2)c2ccccc21 (stereo unspecified),6
CCc1ccc(N2CC(C)Cn3c2nc2c3c(=O)n(CCN3CCOCC3)c(=O)n2C)cc1 (stereo unspecified),2

# Molecules from the list above with an NH in an aromatic ring (2):
SMILES,14-3-3g Raf
COc1ccc(C(=O)Nc2c(N)nc(SCC(=O)N3CCC(C)CC3)[nH]c2=O)cc1OC,-7
Cc1cc(C)c2[nH]c(=O)c(=O)[nH]c2c1,-8

# Three structures out of the list, sorted by length of the SMILES, high to low.
SMILES,14-3-3g Raf
Cc1ccc(NC(=O)Cn2c(=O)n(CCCC(=O)NCc3ccco3)c(=O)c3ccccc32)cc1,-10
COc1ccc(C(=O)Nc2c(N)nc(SCC(=O)N3CCC(C)CC3)[nH]c2=O)cc1OC,-7
CCOc1ccc(NS(=O)(=O)c2cc(C(=O)O)ccc2F)cc1,-1

# Returning to the listing, starting six compounds before the break.
SMILES,14-3-3g Raf
Nc1c(-c2ccc(Cl)cc2)cnc2c(-c3ccccc3)c(C(F)(F)F)nn12,-3
Cc1ccc(NC(=O)Cn2c(=O)n(CCCC(=O)NCc3ccco3)c(=O)c3ccccc32)cc1,-10
Cc1cc(C)c([N+](=O)[O-])cc1NC(=O)c1cc2c(C)nn(-c3ccccc3)c2s1,8
COc1cccc(C2C(N3C(=O)c4ccccc4C3=O)C(=O)N2c2ccc(Br)cc2)c1 (stereo unspecified),-8
COC(=O)CN1C(=O)C(O)(CC(=O)c2ccc(F)cc2)c2ccccc21 (stereo unspecified),6
CCc1ccc(N2CC(C)Cn3c2nc2c3c(=O)n(CCN3CCOCC3)c(=O)n2C)cc1 (stereo unspecified),2
COc1ccccc1-c1csc(NC(=O)c2ccc(-c3ccccc3)cc2)n1,3
Cn1cnnc1SCC(=O)N1c2ccccc2Sc2ccccc21,-21
O=C(CCC(=O)OCC(=O)c1ccc(Br)cc1)Nc1cccc(Cl)c1,-8
O=C(NCc1cccnc1)c1ccc([N+](=O)[O-])cc1,-65
CCOc1ccc(-c2nnc(SCC(=O)N3CCc4ccccc43)o2)cc1,-9
COc1ccc(OC)c(C2C(C(=O)OC3CCCCC3)=C(C)NC3=C2C(=O)CC(c2ccccc2)C3)c1 (stereo unspecified),5
CCOc1ccc(-c2nc(-c3ccncc3)no2)cc1OCC,-4
CC1=NC(C(F)(F)F)(C(F)(F)F)c2c(n(CCc3c(C)[nH]c4ccccc34)c(=O)[nH]c2=O)N1,-18
CCOc1cc2c(cc1OCC)C1CN(C2)Cc2cc(OCC)c(OCC)cc21,2
CC(=O)NC1=NN(C(C)=O)C(C)(c2ccc(C)o2)S1 (stereo unspecified),9
COC(=O)C1C(=O)C2=C(CC1C)NC(C)=C(C(=O)OC1CCCC1)C2c1ccc(OC)c(OC)c1 (stereo unspecified),-3
Cc1nc(C)c(C(=O)C2=C(O)C(=O)N(CCN(C)C)C2c2ccccc2)s1 (stereo unspecified),-9
COc1cc(N(C)C)c(NC(C)=O)cc1C(=O)O,2
CCOc1ccc(NC(=O)c2nnn(CC(=O)Nc3ccccc3OCC)c2N)cc1,-9
N#Cc1nc(COc2ccc(F)cc2)oc1N1CCC(Cc2ccccc2)CC1,-2
CCc1ccccc1NC(=O)C1c2ccccc2C(=O)N(C)C1c1cn(C)c2ccccc12 (stereo unspecified),-4
COc1ccc(S(=O)(=O)N[C@H](C(=O)O)C(C)C)cc1,-5
COc1ccc(Cn2c(=S)[nH]c3cc(C(=O)NC4CCCCC4)ccc3c2=O)cc1,1
CCOC(=O)c1c2c(n(C)c1CN(C)C)C(=O)C(=O)c1ccc(Br)cc1-2,-7
C[C@]12CCC(=O)C=C1CC[C@@H]1[C@@H]2C(=O)C[C@@]2(C)[C@H]1CC[C@]2(O)C(=O)CO,-3&-6
COc1ccc(C(=O)Nc2ncc([N+](=O)[O-])s2)cc1OC,-80
O=c1oc2ccccc2cc1-c1cn(-c2ccc(Cl)cc2)c(=S)[nH]1,-7
Cc1ccc(S(=O)(=O)C2(C(=O)N3CCCCC3C)CC2)cc1 (stereo unspecified),-7
CC1=C(C(=O)OC2CCCCC2)C(c2ccc(F)cc2)C2=C(CC(c3ccccc3)CC2=O)N1 (stereo unspecified),-6
O=C(c1ccc(Cn2c(=O)[nH]c3ccccc3c2=O)cc1)N1CCN(c2ccc([N+](=O)[O-])cc2)CC1,1
SMILES,14-3-3g Raf
CC(NS(=O)(=O)c1cccc2nsnc12)C12CC3CC(CC(C3)C1)C2 (stereo unspecified),-1
COc1ccc(NC(=O)c2cc3c(n(-c4ccc(C)cc4)c2=O)CC(C)(C)CC3=O)c(OC)c1,2
COc1ccc(CCNC(=O)c2cnn3cccnc23)cc1OC,-2
N#CCCN1c2ccccc2Sc2ccc(C(F)(F)F)cc21,-6
CCOC(=O)c1ccc(N(CC(=O)NC2CCCC2)C(=O)CNC(=O)c2ccco2)cc1,1
COC(=O)c1cccc(NC(=O)CSc2nc3cccnc3n2C)c1,1
CC(C)CC1(C(=O)O)NC(c2ccccc2O)C2C(=O)N(C(C)C)C(=O)C21 (stereo unspecified),0
COc1ccc(OC)c(N2C(=O)C3C4CCC(C4)C3C2=O)c1 (stereo unspecified),2
CCCC(=O)Nc1ccc(C(=O)NCCCn2ccnc2)cc1,0
Clc1cccc(OCCN2CCOCC2)c1,-6
O=C(c1cc2nc(-c3ccc(F)cc3)cc(C(F)(F)F)n2n1)N1CCOCC1,2&-2
Cc1ccccc1C(=O)Nc1c2c(nn1-c1ccc([N+](=O)[O-])cc1)CS(=O)(=O)C2,-11
CCOc1ccc(CN2CCN(Cc3ccc4c(c3)OCO4)CC2)cc1,-5
O=C(NCc1ccccn1)C(F)(F)C(F)(F)C(=O)NCc1ccccn1,7
C=CCn1c(=N)c(C(=O)NCCc2ccccc2)cc2c(=O)n3cccc(C)c3nc21,-18
COc1ccc(C(=O)Nc2ccc(S(=O)(=O)Nc3cc(C)nc(C)n3)cc2)cc1OC,0
CC(C)NC(=O)c1cnn2c(C(F)(F)F)cc(-c3ccccc3)nc12,-10
COc1cccc(C2=NOC(C(=O)N3CCN(c4ccccc4)CC3)C2)c1OC (stereo unspecified),0
CCCOC(=O)C1=C(C)N(C)C(=O)NC1c1ccc(Cl)cc1 (stereo unspecified),-1
Cn1nnnc1SCc1ccccc1F,-2
Cc1cc(C)c(S(=O)(=O)N(CC(=O)N2CCCC2)C2CCCCC2)c(C)c1,10
CCOC(=O)c1ccc(-n2ncc(C(=O)OCC)c2N)cc1,-10
CCN(CC)S(=O)(=O)c1ccc(Cl)c(C(=O)OC)c1,1
COc1ccc(OC)c(C2C3=C(CCCC3=O)Nc3ncnn32)c1 (stereo unspecified),0
CC1=C(C(=O)OC(C)C)C(c2ccccc2I)C2=C(CCCC2=O)N1 (stereo unspecified),-8
SMILES,14-3-3g Raf
Cc1cc(C)n2nc(SCCC(=O)NCc3cccs3)nc2n1,-11
O=C1CC(NCc2ccc(F)cc2)C(=O)N1c1ccc(F)cc1 (stereo unspecified),-9
O=S(=O)(c1ccc(Br)s1)N1CCN(c2cccc(Cl)c2)CC1,4
COCCn1c(Cc2ccccc2)nnc1SCC(=O)Nc1cc(C)on1,0
Cc1ccccc1OCC(=O)Nc1ccc(C(=O)OCC(C)C)cc1,0
NC(=O)c1c(NC(=O)c2ccc(-c3ccccc3)cc2)sc2c1CCCC2,1
CN(C)c1ccc(NC(=O)CSc2nc3ccccc3c(=O)n2Cc2cccs2)cc1,-1
COc1cc(-c2nnc(SCC(=O)N(Cc3ccccc3)C(C)(C)C)o2)cc(OC)c1OC,-8
COC(=O)c1cc(-c2cccs2)nc2ccccc12,-5
Cc1c(CCC(C)C)c(NCCN2CCOCC2)n2c(nc3ccccc32)c1C#N,-7
Cc1[nH]c2ccccc2c1C(=O)COC(=O)C1CC(=O)N(Cc2ccco2)C1 (stereo unspecified),-12
CCCn1c(SCC(=O)Nc2cccc(C(=O)OCC)c2)nnc1-c1ccoc1C,-4
CCC(=O)N1CCc2cc(Br)cc(S(=O)(=O)N3CCC(C(=O)N4CCc5ccccc54)CC3)c21,5
CCn1c(CNC(=O)Cc2ccc(OC)cc2)nnc1SCC(=O)Nc1nccs1,-5
CC1CCc2ccc(F)cc2N1S(=O)(=O)c1cccs1 (stereo unspecified),-8
CC(=O)N1c2c(cc(Br)cc2S(=O)(=O)N2CCN(C(c3ccccc3)c3ccc(Cl)cc3)CC2)CC1C (stereo unspecified),-14
O=C(NC1CCCC1)NS(=O)(=O)c1ccccc1Cl,-10&2
O=C(C1CCCN(S(=O)(=O)c2cccs2)C1)N1CCN(c2ccccc2F)CC1 (stereo unspecified),-1
Cc1c(OCc2nn[nH]n2)ccc2c3c(c(=O)oc12)CCC(C)C3 (stereo unspecified),-17
Nc1ncnc(Nc2ccc(SC(F)F)cc2)c1[N+](=O)[O-],4
COC(=O)C1=C(C)NC2=C(C(=O)CC(c3ccc(Cl)cc3)C2)C1c1ccc(O)c(OC)c1 (stereo unspecified),-11

# Structural class: those above with a COOH group
SMILES,14-3-3g Raf
CCOc1ccc(NS(=O)(=O)c2cc(C(=O)O)ccc2F)cc1,-1
COc1cc(N(C)C)c(NC(C)=O)cc1C(=O)O,2
COc1ccc(S(=O)(=O)N[C@H](C(=O)O)C(C)C)cc1,-5
CC(C)CC1(C(=O)O)NC(c2ccccc2O)C2C(=O)N(C(C)C)C(=O)C21 (stereo unspecified),0
